Screens deposited in PubChem BioAssay by National Center for Advancing Translational Sciences (NCATS).
TDP1 block: inhibitors of human tyrosyl-DNA phosphodiesterase TDP1; actives 0.28% (n = 350,000); Q9NUW8; Potency, µM (top dose mostly 130 µM), without a hit: at the top dose activity change, negative = inhibition, actives largely listed as inhibitors; recombinant TDP1, AlphaScreen DNA substrate cleavage; also: nearly all actives have a fitted effect of over 40% in size
Target sequence (Q9NUW8 whole entry, looked up): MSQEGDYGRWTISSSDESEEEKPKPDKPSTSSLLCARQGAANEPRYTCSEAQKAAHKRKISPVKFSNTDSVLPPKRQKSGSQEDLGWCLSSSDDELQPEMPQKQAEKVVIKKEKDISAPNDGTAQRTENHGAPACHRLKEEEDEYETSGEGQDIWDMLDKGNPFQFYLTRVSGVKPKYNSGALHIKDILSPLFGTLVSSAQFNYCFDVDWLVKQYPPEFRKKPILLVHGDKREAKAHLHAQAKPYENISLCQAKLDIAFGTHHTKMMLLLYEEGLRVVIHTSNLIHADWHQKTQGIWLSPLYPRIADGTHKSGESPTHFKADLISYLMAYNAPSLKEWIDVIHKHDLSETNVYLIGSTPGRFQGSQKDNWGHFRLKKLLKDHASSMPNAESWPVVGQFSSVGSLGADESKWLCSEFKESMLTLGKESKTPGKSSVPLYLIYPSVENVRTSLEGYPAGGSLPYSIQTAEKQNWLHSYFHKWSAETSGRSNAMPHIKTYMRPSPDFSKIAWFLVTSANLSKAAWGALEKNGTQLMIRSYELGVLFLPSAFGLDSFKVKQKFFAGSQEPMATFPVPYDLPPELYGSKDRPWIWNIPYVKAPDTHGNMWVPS
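E. coli-derived human Tdp1, 1 nM final. Cpd preinc 15 min RT; substrate 15 nM final, 5 min RT; AS bead mix 10 ug/ml final, 10 min RT. Signal loss = tyrosine-FITC cleavage. No-enzyme wells = max signal.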
FEN1 inh: blocks human flap endonuclease 1; P39748; Recombinant FEN1 flap cleavage, fluorescence, 15 min; actives 0.35% (n = 390,000); Potency, µM (highest dose often 114 µM), inactives show top-dose activity change, negative = inhibition, usual class: inhibitors; AID 588795; also: nearly all actives have a fitted effect of over 65% in size
Target sequence (P39748 whole entry, looked up): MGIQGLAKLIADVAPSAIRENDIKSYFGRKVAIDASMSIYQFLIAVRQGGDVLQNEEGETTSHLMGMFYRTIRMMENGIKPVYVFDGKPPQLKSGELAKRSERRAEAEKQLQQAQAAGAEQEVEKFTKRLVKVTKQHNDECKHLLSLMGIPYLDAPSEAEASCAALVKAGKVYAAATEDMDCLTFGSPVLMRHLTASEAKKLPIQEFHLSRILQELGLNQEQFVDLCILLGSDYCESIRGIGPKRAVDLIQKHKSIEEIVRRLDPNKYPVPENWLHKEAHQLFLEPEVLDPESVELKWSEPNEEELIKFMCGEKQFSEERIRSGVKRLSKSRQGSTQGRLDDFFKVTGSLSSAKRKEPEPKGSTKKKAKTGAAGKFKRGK
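In this screen, 50 nM flap DNA substrate was added to 10 nM FEN1 pretreated with compound for 15 min at room temperature; cleavage was followed with reads at 0 and 15 min, and Hill fitting gave concentration–response parameters.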
N370S GC mod: inhibits or activates N370S mutant glucocerebrosidase. P04062. N370S GC spleen homogenate, 4MU-glucoside fluorescence. Potency, µM (doses to about 59.4 µM), without a hit: at the highest dose activity change, negative = inhibition, hits mostly inhibitors. actives 0.092% (n = 330,000). AID 2101;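 also: 0% = full enzyme activity and -100% = no enzyme basal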
* = called active by the depositor; ? = inconclusive; . = not tested or not shown; & = joins results of further samples; [ ] = another dose, or the depositor's remark. Calls follow the shape of the dose curve; as a rule, active = well fitted curve in the direction sought with a large enough effect; inconclusive = small, poorly fitted or top-dose-only effect, or another doubt; inactive = no such curve, though single readings can be large; an effect the other way counts as inactive or inconclusive. Unless noted, % is scaled to controls: 0 for no effect and ±100 for the full control effect; potency is read from the fitted curve at half-maximal effect.

TDP1 block	FEN1 inh	N370S GC mod	SMILES
.	-14%	-3%	COc1ccc(C(=O)OCC(=O)NCCCc2ccccc2)cc1OC
-4%	-13%	15%	CN(C)S(=O)(=O)c1cccc(C(=O)Nc2cc(Cl)cc(Cl)c2)c1
5%	-8%	-5%	CCSc1nnc(-c2cc(Br)ccc2N)c(=O)[nH]1
2%	13%	.	Cc1cc(NC(=O)COc2ccccc2)cc(-c2nc3ccccc3o2)c1O
17%[56.1 µM]	3.4µM*	-25%	N#C/C(=C\c1c[nH]c2ccccc12)C(=O)c1ccc(O)c(O)c1
1%	4%	-4%	Nc1nccc(/C=C/c2c(Cl)cccc2Cl)n1
2%	-19%	-6%	Cc1cc(N/C(=N\S(=O)(=O)c2ccc(F)cc2F)c2ccccc2)no1
0%	-3%	-7%	COCCCNC(NC(=O)c1ccc(Cl)cc1)C(Cl)(Cl)Cl (stereo not drawn)
2%	-16%	.	CCC1CCc2c(sc(NC(=O)C3c4ccccc4Oc4ccccc43)c2C(=O)OC)C1 (stereo not drawn)
-11%	-1%	20%	CC(C)c1cccc(OCCCCN(C)C)c1
11%	2%	.	COc1ccc(CC(=O)Nc2ccc3nc(Nc4ccc(OC)cc4)cc(C)c3c2)cc1
5%	1%	.	N#Cc1ccccc1NC(=O)C(=O)NCC(c1cccnc1)N1CCN(c2ccccc2)CC1 (stereo not drawn)
0%	3%	2%	CCN(CC(=O)NCc1ccc(Cl)cc1)S(=O)(=O)c1ccc(NC(C)=O)cc1
4%	3%	-6%	COc1cccc(C(C(=O)NC(C)(C)C)N(C(=O)CCC(=O)Nc2cc(C)on2)C2CC2)c1OC (stereo not drawn)
1%	.	-1%	CCCCCC1=C2CNC(C)(C(=O)OC)C=C2C(C)C1=O (stereo not drawn)
2%	-7%	.	COc1ccc([C@H]2CC(=O)C=C(c3ccc(C)cc3)C2)cc1OC
-2%	-8%	5%	O=C(NCc1ccco1)C1(S(=O)(=O)c2ccc(Cl)cc2)CC1
4%	13%	6%	Cc1cc(Nc2ccccc2Br)n2nc(C)nc2n1
-6%	0%	13%	Cc1nc(C(=O)N(C)C)nn1-c1cc(Cl)cc(Cl)c1
-13%	-2%	.	O=C(COc1cccc(F)c1)NNC(=O)Cc1ccc(S(=O)(=O)N2CCOCC2)s1
0%	11%	-5%	CCn1c(O)c(N=NC(=O)CNC(=O)c2ccccc2F)c2ccccc21
9%	?	1%	CC(C)(C)NC(=O)C(c1ccc(O)cc1)N(Cc1ccco1)C(=O)Cn1nnc(-c2cccs2)n1 (stereo not drawn)
-5%	-3%	19%	COCCCn1cnc2c(c1=O)c1nc3ccccc3nc1n2-c1ccc(C)cc1
0%	6%	-5%	CC1(C)CC(=O)/C(=C(\O)Cc2ccccc2)C(=NCCCCCC(=O)O)C1
5%	-2%	-10%	O=C(c1ccccc1F)N1CCN(c2ccc([N+](=O)[O-])cc2-n2cccc2)CC1
4%	9%	12%	O=C(CSCc1ccc([N+](=O)[O-])cc1)Nc1ccccc1C(=O)O
3%	14%	-5%	Cc1ccc(S(=O)(=O)NCc2ccc(C(=O)N3CCN(c4ccc([N+](=O)[O-])cc4)CC3)cc2)cc1
-3%	-22%	3%	Cc1ccc(NC(=O)COC(=O)c2sccc2C)cc1S(=O)(=O)N1CCOCC1
-3%	2%	4%	COc1ccc(NC(=O)COC(=O)c2cc(SC)ccc2Cl)c(OC)c1
6%	-24%	-2%	O=C(O)c1ccc(/C=N/n2cc(-c3ccccc3)[nH]c2=S)cc1
0%	-12%	-20%	Cc1cc(C)nc(NS(=O)(=O)c2ccc(N/C=C/C(=O)c3ccc(Cl)cc3)cc2)n1
8%	2%	1%	CCCCC(=O)Nc1ccc(C(=O)NNC(=S)NC(=O)c2ccccc2[N+](=O)[O-])cc1
1%	2%&1%	-6%	Cc1cc(C)cc(NC(=O)C(=O)NCCCN2CCOCC2)c1
-7%	1%	.	Cc1ccc2c(=O)cc(C(=O)Nc3c(C)n(C)n(-c4ccccc4)c3=O)oc2c1C
.	1%	-2%	COc1cc(/C=C/[N+](=O)[O-])ccc1OC(=O)/C=C/c1ccc(F)cc1
1%	-16%	.	CC1(c2ccc3ccccc3c2)NC(=O)N(CC(=O)N2CCCC(C(F)(F)F)C2)C1=O (stereo not drawn)
6%	-5%	.	O=C(CN1C(=O)CCc2cc(S(=O)(=O)N3CCOCC3)ccc21)Nc1cccc(Cl)c1
-5%	-4%	-9%	CCOC(=O)N1CCN(C(=O)c2ccc(S(=O)(=O)Nc3cccc(C(F)(F)F)c3)cc2)CC1
7%	5%	-9%	COc1ccccc1C1C2=C(COC2=O)Nc2cc3c(cc21)OCO3 (stereo not drawn)
-2%	0%	-3%	COCCNc1oc(-c2cccs2)nc1S(=O)(=O)c1ccc(C)cc1
.	11%	20%	CNC(=S)N(CCO)Cc1cc2cc3c(cc2[nH]c1=O)OCCO3
2%	-1%	3%	CSc1ccn(CCC(=O)O)c(=O)n1
0%	5%	6%	O=C(NCCCN1CCOCC1)c1cnn2c(-c3ccccc3)cc(-c3ccccc3)nc12
5%	-1%	.	Cc1ccc2c(c1)N(CC(=O)Nc1ccccc1C(F)(F)F)C(=O)c1cccnc1O2
3%	-17%	1%	Cc1ccc(C)c(NS(=O)(=O)c2ccc3c(c2)NC(=O)CO3)c1
2%	10%	-1%	O=C(NNc1nc2ccccc2s1)Nc1ccccc1
2%	-2%	4%	NC(=O)c1cc(-c2ccccc2)nc(Oc2ccccc2)n1
7%	4%	1%	Cc1cc(C(=O)NC(=S)Nc2ccccc2N2CCCC2)ccc1[N+](=O)[O-]
8%	-9%	7%	CCOC(=O)c1cnc2ccc(C(=O)OC)cc2c1Nc1ccc2c(c1)OCCO2
1%	8%	.	CC(C)CN(C(=O)CSc1nc(N)cc(N)n1)C1CCS(=O)(=O)C1 (stereo not drawn)

The listing continues.
TDP1 block	FEN1 inh	N370S GC mod	SMILES
.	-10%	-14%	CC(C)c1ccc(NC(=O)CN2CCN(c3ccccn3)CC2)cc1
3%	4%	3%[2.35 µM]	O=C(O)CCSc1nnc(-c2ccc3c(c2)OCO3)o1
7%	-17%	-14%	O=C(c1ccc(S(=O)(=O)N2CCCCCC2)cc1)N1CCN(c2ccccn2)CC1
4%	-1%	5%	CCOc1ccccc1NC(=O)c1ccc2[nH]c(C)c(C)c2c1
4%	30%	14%	Cc1cc(C)nc(N/N=C/c2ccc(N3CCOCC3)cc2)n1
9%	0%	-2%	Cc1cc(/C=N/n2cnnc2)c(C)n1-c1ccc(Cl)cc1Cl
10%	6%	-9%	CC(C)C(NC(=O)c1c(F)cccc1F)C(=O)NC1CC(C)(C)NC(C)(C)C1 (stereo not drawn)
4%	5%	0%	CCN(CC)CCn1c(NCc2ccc(C)o2)nc2ccccc21
3%	4%	-1%	Cc1c(NC(=O)COC(=O)c2ccc[nH]c2=O)c(=O)n(-c2ccccc2)n1C
11%	4%	-3%	COCCN(CCOC)C(=O)CN1C(=O)NC(Cc2c[nH]c3ccccc23)C1=O (stereo not drawn)
10%[0.505 µM]	-1%	0%	O=C(NCCS(=O)(=O)N1CCc2ccccc2C1)c1ccccc1
0%	11%	-9%	COc1ccccc1CCC(=O)OCC(=O)NC1CCCCC1
.	-11%	-10%	Cc1oc2cc3oc(=O)c(CC(=O)NCCCC(=O)O)c(C)c3cc2c1C
-3%	0%	11%	S=C(NCC1CCCO1)NC1CCCCC1 (stereo not drawn)
.	2%	-2%	Cc1ccc(N(CC(=O)NCc2ccc(Cl)cc2)S(C)(=O)=O)cc1
23%	.	-15%&-17%	COC(=O)C1C2CC3c4[nH]c5cc(OC)ccc5c4CCN3CC2CC(OC(=O)c2cc(OC)c(OC)c(OC)c2)C1OC (stereo not drawn)
2%	-1%	5%	Cc1cccc(-c2c(O)cc(=O)[nH]c2Cl)c1
6%	-6%	-12%	CCCc1nnc(NC(=O)CCC(=O)N2CCN(CCn3c(C)ccc3C)CC2)s1
1%	4%	-12%	Cc1ccc(C)c(S(=O)(=O)N2CCCOC2CNC(=O)C(=O)NC2CCCC2)c1 (stereo not drawn)
7%	-21%	7%	COc1cc(OC)c(NC(=O)c2ccoc2C)cc1Cl

Four of the compounds above, as tab-separated lines.
molecule	TDP1 block	FEN1 inh	N370S GC mod
Cc1cc(C)cc(NC(=O)C(=O)NCCCN2CCOCC2)c1	1%	2%&1%	-6%
CC1(C)CC(=O)/C(=C(\O)Cc2ccccc2)C(=NCCCCCC(=O)O)C1	0%	6%	-5%
Cc1ccc(C)c(NS(=O)(=O)c2ccc3c(c2)NC(=O)CO3)c1	3%	-17%	1%
CCOC(=O)c1cnc2ccc(C(=O)OC)cc2c1Nc1ccc2c(c1)OCCO2	8%	-9%	7%

An excerpt of these results, in markdown:
| Molecule | TDP1 block | FEN1 inh | N370S GC mod |
| --- | --- | --- | --- |
| COc1ccc(C(=O)OCC(=O)NCCCc2ccccc2)cc1OC | . | -14% | -3% |
| CN(C)S(=O)(=O)c1cccc(C(=O)Nc2cc(Cl)cc(Cl)c2)c1 | -4% | -13% | 15% |
| CCSc1nnc(-c2cc(Br)ccc2N)c(=O)[nH]1 | 5% | -8% | -5% |
| Cc1cc(NC(=O)COc2ccccc2)cc(-c2nc3ccccc3o2)c1O | 2% | 13% | . |
| N#C/C(=C\c1c[nH]c2ccccc12)C(=O)c1ccc(O)c(O)c1 | 17%[56.1 µM] | 3.4µM* | -25% |
| Nc1nccc(/C=C/c2c(Cl)cccc2Cl)n1 | 1% | 4% | -4% |
| Cc1cc(N/C(=N\S(=O)(=O)c2ccc(F)cc2F)c2ccccc2)no1 | 2% | -19% | -6% |
| COCCCNC(NC(=O)c1ccc(Cl)cc1)C(Cl)(Cl)Cl (stereo not drawn) | 0% | -3% | -7% |
| CCC1CCc2c(sc(NC(=O)C3c4ccccc4Oc4ccccc43)c2C(=O)OC)C1 (stereo not drawn) | 2% | -16% | . |
| CC(C)c1cccc(OCCCCN(C)C)c1 | -11% | -1% | 20% |
| COc1ccc(CC(=O)Nc2ccc3nc(Nc4ccc(OC)cc4)cc(C)c3c2)cc1 | 11% | 2% | . |
| N#Cc1ccccc1NC(=O)C(=O)NCC(c1cccnc1)N1CCN(c2ccccc2)CC1 (stereo not drawn) | 5% | 1% | . |
| CCN(CC(=O)NCc1ccc(Cl)cc1)S(=O)(=O)c1ccc(NC(C)=O)cc1 | 0% | 3% | 2% |
| COc1cccc(C(C(=O)NC(C)(C)C)N(C(=O)CCC(=O)Nc2cc(C)on2)C2CC2)c1OC (stereo not drawn) | 4% | 3% | -6% |
| CCCCCC1=C2CNC(C)(C(=O)OC)C=C2C(C)C1=O (stereo not drawn) | 1% | . | -1% |
| COc1ccc([C@H]2CC(=O)C=C(c3ccc(C)cc3)C2)cc1OC | 2% | -7% | . |

Other compounds follow.
TDP1 block	FEN1 inh	N370S GC mod	SMILES
.	16%	-8%	O=C(NCC1CCCO1)c1cc2cc(F)ccc2[nH]1 (stereo not drawn)
6%	-14%	-1%	CCOC(=O)C1Cc2c([nH]c3ccccc23)CN1 (stereo not drawn)
7%	13%	0%	Cc1cc(C)cc(NC(=O)C2CCN(C(=O)c3cccs3)CC2)c1
1%	-10%	-5%	O=C(COC(=O)c1cc(S(=O)(=O)N2CCOCC2)cs1)c1ccccc1

Hits appear at their usual frequency; about 0.53% have a hit in one of these screens.
